# DT40 TDP1 CPT: growth inhibition of DT40 Tdp1-/-;hTDP1 cells with camptothecin (screen for TDP1 inhibitors); chicken DT40 Tdp1-/-;hTDP1 cells + 20 nM CPT, ATP luminescence, 48 h; Potency, µM (titrated, usually from 46.2 µM), for inactives: top-dose activity change, negative = growth inhibition, hits mostly inhibitors; hit rate 12% among 420,000; AID 686979; also: nearly all actives have a fitted effect of over 55% in size
#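 Chicken DT40 Tdp1-/- cells complemented with human TDP1, 400 cells/well, exposed to compounds plus 20 nM camptothecin for at least 48 h at 37 C; viability read as ATP content by CellTiter-Glo luminescence.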
# TDP1 inh: blocks human tyrosyl-DNA phosphodiesterase 1. recombinant TDP1, AlphaScreen DNA substrate cleavage. Q9NUW8. hit rate 0.28% among 350,000. Potency, µM (titrated, usually from 130 µM), inactives show at the highest dose activity change, negative = inhibition, actives largely listed as inhibitors; also: nearly all actives have a fitted effect of over 40% in size
# Target sequence (Q9NUW8 whole entry, looked up): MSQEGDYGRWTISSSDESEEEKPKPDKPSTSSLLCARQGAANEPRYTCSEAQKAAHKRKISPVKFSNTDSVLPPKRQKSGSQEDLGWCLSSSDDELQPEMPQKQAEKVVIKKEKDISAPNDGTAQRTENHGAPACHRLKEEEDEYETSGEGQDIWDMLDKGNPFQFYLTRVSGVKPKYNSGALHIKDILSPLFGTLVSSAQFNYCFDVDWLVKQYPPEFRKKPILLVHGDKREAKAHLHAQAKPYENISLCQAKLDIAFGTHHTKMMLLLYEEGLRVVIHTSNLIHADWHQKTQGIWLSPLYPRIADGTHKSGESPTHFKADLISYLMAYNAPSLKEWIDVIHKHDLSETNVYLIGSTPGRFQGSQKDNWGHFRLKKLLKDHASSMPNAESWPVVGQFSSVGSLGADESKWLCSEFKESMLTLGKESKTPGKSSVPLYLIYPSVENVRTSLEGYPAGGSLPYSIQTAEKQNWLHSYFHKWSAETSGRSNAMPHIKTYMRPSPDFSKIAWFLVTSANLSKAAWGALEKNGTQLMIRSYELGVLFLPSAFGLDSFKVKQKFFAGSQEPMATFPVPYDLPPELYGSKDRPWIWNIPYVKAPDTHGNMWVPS
#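 Enzyme-compound mixtures sat 15 min at room temperature, followed by a 5 min reaction with 15 nM final substrate and 10 min with AlphaScreen beads. Recombinant human Tdp1 was used at 1 nM final.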
# DT40 TDP1 no CPT: qHTS for Inhibitors of human tyrosyl-DNA phosphodiesterase 1 (TDP1): qHTS in cells in absence of CPT. DT40 Tdp1-/- hTDP1 cells, no CPT, ATP luminescence, 48 h. Potency, µM (series often up to 46.2 µM), inactives show at the highest dose activity change, negative = growth inhibition, actives largely listed as inhibitors. hit rate 15% among 420,000. AID 686978, 2013; also: nearly all actives have a fitted effect of over 55% in size
#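 Seeded 400 DT40-hTDP1 cells/well (vehicle DMSO, no 20 nM CPT); pinned compounds; ≥48 hr at 37 °C; CellTiter-Glo luminescence as viability measure.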
# Active calls of the source: *; u = inconclusive; x = no result given; [ ] = dose if it differs, or a comment. Calls follow the shape of the dose curve; as a rule, active = well fitted curve in the direction sought with a large enough effect; inconclusive = small, poorly fitted or top-dose-only effect, or another doubt; inactive = no such curve, though single readings can be large; an effect the other way counts as inactive or inconclusive. % is scaled to controls: 0 for no effect and ±100 for the full control effect; potency is read from the fitted curve at half-maximal effect.
SMILES,DT40 TDP1 CPT,TDP1 inh,DT40 TDP1 no CPT
O=C(CC(NCc1cccnc1)C(=O)O)Nc1ccc(O)cc1 (configuration not stated),10.1%,x,-3.7%
CN(C)CCCNC(=O)CC1C[C@H](C(=O)N2CCCCC2)[C@@]2(CCc3ccccc3)c3[nH]c4ccccc4c3CCN2C1=O (some centres not stated),20.6µM*,2.4%,13µM*
COc1ccc(NC(=O)c2nc[nH]c2C(=O)N[C@@H](C)c2ccccc2)cc1,u,10.0%,u
Cc1ccc2c(c1)-c1c(cnn1CC(=O)N1CCN(c3cc(C)ccc3C)CC1)CO2,u,0.0%,18.4µM*
CCOc1cc(C)c(S(=O)(=O)Nc2ccc(Cl)cn2)cc1C,u,7.1%,-8.3%
CCC(CC)C(=O)Nc1cccc(C(=O)NC(C)(C)C)c1,3.3%,-1.2%,-0.6%
CCc1ccc(Nc2ncc3c(n2)CC(C)CC3=O)cc1 (configuration not stated),-1.7%,3.0%,-7.3%
CCCOC(=O)C1C2C=CC3(CN(c4cccc(Cl)c4)C(=O)C13)O2 (configuration not stated),9.8%,0.0%,-6.8%
O=C(CSc1nnc(CNC(=O)c2ccccc2)o1)NCc1ccco1,4.0%,-1.5%,7.3%
CCOC(=O)c1ccccc1NC(=O)c1cccc([N+](=O)[O-])c1,u,-4.9%,-11.7%
COc1ccccc1NC(=O)C(=O)NNC(=O)c1ccco1,u,-2.0%,-20.6%
C[C@]12c3[nH]c4ccc(Cl)cc4c3CCN1C(=O)[C@@H](CC(=O)NCCCn1ccnc1)C[C@@H]2C(=O)N1CCCCC1,u,2.6%[56.1 µM],u
CC1C(=O)N(Cc2cn(CCC3OCCCO3)nn2)CCS(=O)(=O)N1Cc1ccc(-c2ccc(Cl)nc2)cc1 (configuration not stated),u,x,u
COc1ccc(CC(=O)Nc2sc3c(c2C(N)=O)CCCC3)cc1,13.9%,x,u
Cc1ccc(OCC(=O)Nc2nnc(SCc3cc(=O)c4ccccc4[nH]3)s2)cc1C,-27.8%,5.4%,u
COc1ccccc1NC(=O)Cn1c(=O)n(CCC(=O)NCC2CCCO2)c(=O)c2cc(OC)c(OC)cc21 (configuration not stated),9.4%,5.9%,-2.8%
Brc1cc2ccccc2[n+](Cc2ccccc2)c1,u,0.0%,11.6µM*
Cc1cccc(SC2CCN(C(=O)C3CCC(=O)N(C4CC4)C3)CC2)c1 (configuration not stated),-28.9%,6.7%,u
CC(=O)C1=C(O)C(=O)N(CCN2CCOCC2)C1c1ccc(N(C)C)cc1 (configuration not stated),-6.9%,x,-4.5%
OCC[C@@H]1C[C@@H](O)[C@H](O)[C@@]2(CCCO2)O1,u,x,-10.6%
Cc1nn(Cc2ccc(C(=O)Nc3ccccc3C(F)(F)F)o2)c(C)c1Br,u,-1.0%,u
Cc1ccc(NC(=O)NC(=O)CN2C(=O)NC3(CCCCCCC3)C2=O)c(C)c1,-24.7%,-2.1%,-15.3%
Cc1ccc2nc(C3CCCN(C(=S)Nc4ccccc4C)C3)[nH]c2c1 (configuration not stated),u,5.2%,20.6µM*
Cc1ccc(NC(=O)CN(C)C(=O)COc2ccc(Br)cc2)cc1,-18.5%,x,-16.4%
O=C(O)c1cc(-c2ccc(-c3c(-c4ccc5c(c4)OCO5)noc3-c3ccsc3)cc2)nc2ccccc12,u,x,u
CCN(CC)C(=O)C1=C(C)N(Cc2ccc(C(C)(C)C)cc2)C(=O)C(CC(=O)NC2CCCC2)C1 (configuration not stated),u,x,-80.6%
COc1ccccc1-c1c(C)oc2cc(OCC(=O)OCc3ccccc3)ccc2c1=O,u,3.4%,-12.0%
CC1CCN(CCOCCOc2ccc(Cl)cc2Br)CC1,13µM*,-3.1%,20.6µM*
O=c1c(C(c2c(O)nc3n(c2=O)CCS3)c2cccc3ccccc23)c(O)nc2n1CCS2,-1.9%,u,6.0%
Cc1cccc(C)c1NC(=O)C1(C)CN(S(C)(=O)=O)CC(=O)N1CC(F)(F)F (configuration not stated),7.5%,x,6.3%
O=S(=O)(c1ccc(F)cc1)c1nc(-c2ccccc2F)oc1N1CCCCC1,u,9.3%,u
CC(C)NC(=O)CSCc1ccccc1Cl,0.6%,2.8%,-23.5%
CC1CCCCN1C(=O)c1cc(-c2ccc3c(c2)OCO3)on1 (configuration not stated),9.0%,2.3%,0.7%
CCc1ccccc1NC(=O)CN1CCN(C(=O)CNC(=O)c2ccccc2F)CC1,-2.6%,0.3%,5.7%
O=C1Nc2ccccc2C(O)(C(=O)NCc2ccc3c(c2)OCO3)N1c1ccccc1 (configuration not stated),-7.1%,3.3%,-17.4%
Cc1cc(OCC(=O)NCC(c2ccc(F)cc2)N2CCOCC2)ccc1Cl (configuration not stated),-27.1%,-2.8%,u
CCN(CC)S(=O)(=O)c1ccc2c(c1)N(CC(=O)NCCCN1CCN(c3cc(C)ccc3C)CC1)C(=O)CO2,2.59µM*,3.8%,4.61µM*
O=C(Nc1c(C(=O)N2CCN(c3ccccc3F)CC2)oc2ccccc12)c1cccc(F)c1,u,3.2%,u
O=C(CSc1nc2ccccc2c(=O)n1-c1ccccc1)c1c[nH]c2ccccc12,6.51µM*,0.0%,6.51µM*
O=C(CS)Nc1ccc2ccccc2c1,2.91µM*,0.0%,4.11µM*
Clc1ccccc1CSc1nnc(-c2cccnc2)n1Cc1ccco1,u,-2.9%,u
O=C(COC(=O)CCC(=O)c1cccs1)Nc1ccc(F)c(F)c1F,-2.2%,0.7%,-15.3%
O=C(CCNC(=O)c1ccc(Br)cc1)Nc1ccccc1N1CCOCC1,u,-2.6%,-27.3%
CCN(CC)S(=O)(=O)c1cccc(-c2nnc(SCCOc3ccccc3C)o2)c1,u,-1.1%,u
CCOC(=O)c1sc2nc(-c3ccco3)c3c(c2c1N)CC(C)(C)OC3,20.6µM*,-2.1%,20.6µM*
Cc1ccc(OCc2ccc(C(=O)Nc3nc4ccccc4n3Cc3ccccc3)o2)c([N+](=O)[O-])c1,u,9.8%,u
Cc1ccc2[nH]c(O)c(N=Nc3ccccc3[N+](=O)[O-])c2c1,8.2µM*,x,5.8µM*
Cn1c(=O)[nH]c(=O)c2c1nc1n2CCCN1CCc1ccccc1,-11.8%,x,-8.4%
COc1ccc(S(=O)(=O)N2CCCCCC2)cc1C(=O)NCc1cccs1,-15.5%,1.0%,3.1%
COc1ccc(C(NCC(=O)NC(C)c2ccc(Cl)cc2)c2ccccc2)cc1 (configuration not stated),u,x,0.0%
O=C(CCCc1ccccc1)Nc1ccc(Br)cc1F,14.6µM*,x,u
c1cncc(-c2cncnc2-n2ccnc2)c1,5.8%,x,13.0%
O=C(Cn1cc(S(=O)(=O)Cc2cccc(Cl)c2)c2ccccc21)NCc1ccccc1Cl,u,-1.2%,u
CCc1c(C)nc2ncnn2c1N1CCCC(C(=O)NCc2ccc3c(c2)OCO3)C1 (configuration not stated),u,1.0%,20.6µM*
Cc1cc(S(=O)(=O)N(Cc2ccc(C(C)C)cc2)CC2CCCO2)ccc1-n1cnnn1 (configuration not stated),u,3.3%,-24.7%
NC(=O)C(C1=CCCCC1)c1ccccc1 (configuration not stated),3.1%,x,-3.1%
C[C@H](CO)N1C[C@H](C)[C@H](CN(C)C(=O)Nc2ccc(N3CCN(C)CC3)cc2)OCc2cnnn2CCCC1=O,0.5%,x,-12.8%
Cc1nnc(SCCn2c(Br)nc3c2c(=O)[nH]c(=O)n3C)s1,-11.1%,0.9%,-17.9%
Cn1ccnc1SCC(=O)NC1CCCC1,u,5.9%,u
CCOC(=O)c1sc2nc3c(cc2c1N)COC(C)(CC)C3 (configuration not stated),u,-2.5%,-29.0%

# Compounds from the list above that have bromine, in the order listed:
SMILES,DT40 TDP1 CPT,TDP1 inh,DT40 TDP1 no CPT
Brc1cc2ccccc2[n+](Cc2ccccc2)c1,u,0.0%,11.6µM*
Cc1nn(Cc2ccc(C(=O)Nc3ccccc3C(F)(F)F)o2)c(C)c1Br,u,-1.0%,u
Cc1ccc(NC(=O)CN(C)C(=O)COc2ccc(Br)cc2)cc1,-18.5%,x,-16.4%
CC1CCN(CCOCCOc2ccc(Cl)cc2Br)CC1,13µM*,-3.1%,20.6µM*
O=C(CCNC(=O)c1ccc(Br)cc1)Nc1ccccc1N1CCOCC1,u,-2.6%,-27.3%
O=C(CCCc1ccccc1)Nc1ccc(Br)cc1F,14.6µM*,x,u
Cc1nnc(SCCn2c(Br)nc3c2c(=O)[nH]c(=O)n3C)s1,-11.1%,0.9%,-17.9%

# (cont.)
SMILES,DT40 TDP1 CPT,TDP1 inh,DT40 TDP1 no CPT
COc1cccc2c1Oc1cc([N+](=O)[O-])cc(N(C)C(C)=O)c1C=C2,u,x,20.6µM*
O=C(CCCCCCN1C(=O)c2ccccc2C1=O)N1CCC(c2ccccc2)C1 (configuration not stated),u,-5.5%,u
CC(=O)Nc1ccc(NS(=O)(=O)c2ccc(Cl)c(C(=O)O)c2)cc1,0.3%,4.5%,-6.9%
CCOc1ccc(NC(=O)CN(C)C(=O)c2cc3c(s2)CCCCC3)cc1OCC,1.6%,1.9%,u
CCOc1ccc(CNC(=O)C2Cc3cc(S(=O)(=O)N4CCCCC4)ccc3N2C(C)=O)cc1 (configuration not stated),-25.0%,3.5%,-13.8%
COCCn1c(=O)cnc2cnc(N3CCOCC3)nc21,7.3%,x,0.4%
CCCn1c(CCc2ccccc2)nnc1SCC(=O)N1CCOCC1,-1.1%,3.3%,2.1%
CC12CC3(C)CC(C)(C1)CC(C(=O)NC(=S)N1CCOCC1)(C2)C3,u,4.0%,u
CCOc1ccccc1N1CCN(C/C=C/c2ccc(N(C)C)cc2)CC1,u,7.0%,u
COc1cccc(NC(=O)CN(C)C(=O)c2cc(-c3ccc(C)o3)nc3ccccc23)c1,u,3.0%,20.6µM*
Cc1c(C(=O)O)sc(=S)n1-c1ccc(Cl)cc1,-1.0%,2.1%,1.4%
COc1ccc(C(=O)Nc2cc3c(cc2N2CCCCC2)n(C)c(=O)n3C)cc1OC,u,5.5%,20.6µM*
CCCc1ccc(-c2cc(C(=O)Nc3ccc([N+](=O)[O-])cn3)c3ccccc3n2)cc1,-24.2%,2.7%,u
NS(=O)(=O)c1ccc(NC(=O)COC(=O)COc2cccc(C(F)(F)F)c2)cc1,-0.5%,2.6%,-7.7%
CC(=O)OC1CC(C)N(C(=O)c2ccccc2)c2ccc(C)cc21 (configuration not stated),u,2.4%,u
COc1ccc(N2CCN(S(=O)(=O)CCNC(=O)Cc3ccc(OC)c(OC)c3)CC2)cc1,-27.6%,-4.1%,-23.5%
CCOCCCNC(=O)C(c1ccc(C)cc1)N(Cc1cccs1)C(=O)c1ccc(NC(C)=O)cc1 (configuration not stated),20.6µM*,2.9%,18.4µM*
COC(=O)c1ccccc1-n1cc2c(c1-c1cccc(C)c1)c(=O)n(C)c(=O)n2C,10.3µM*,11.0%,7.31µM*
Cc1ccc(N2C(=O)C3N=NN(CC(=O)N4N=C(c5ccccc5)CC4c4ccccc4)C3C2=O)cc1 (configuration not stated),5.4%,10.5%,-4.8%
CC(C)c1ccc(NC(=O)c2cc3c(s2)-c2ccccc2SC3)cc1,18.4µM*,-5.1%,u
CCNc1nc(-c2ccc(Cl)cc2)cs1,u,8.2%,-29.3%
Cc1cccc(N=C2SC(C)CN2C(=O)CN2C(=O)NC3(CCCC3)C2=O)c1 (configuration not stated),1.3%,0.1%,-6.9%
CC(NC(=O)COC(=O)Cc1ccsc1)C1CC2CCC1C2 (configuration not stated),u,-7.8%,-11.1%
C/C(=N/NC(=O)CNC(=O)c1ccccn1)c1ccc([N+](=O)[O-])cc1,-24.0%,4.9%,-10.5%
CCN(C(=O)CCc1ccccc1)C1CCCCC1,u,-3.2%,u
Cc1ccn2c(NC3CCCCC3)c(-c3cccc(SC4CCCCC4)c3)nc2c1,16.4µM*,0.1%,8.2µM*
O=C(Nc1cccnc1)c1cc(S(=O)(=O)N2CCOCC2)ccc1Br,11.4%,3.8%,-13.9%
CC(OC(=O)Cc1ccc(Br)cc1)C(=O)NC1CCCC1 (configuration not stated),u,-2.6%,-11.4%
O=C(Cn1cc2c(n1)CCCCC2)NCc1ccccc1,-1.7%,1.0%,-9.7%
CSc1nc2c(c(=O)[nH]1)C(c1ccncc1)C(C(=O)OC(C)C)=C(C)N2 (configuration not stated),-2.3%,2.5%,-21.0%
O=C(CNS(=O)(=O)c1cccc(F)c1)OCC(=O)N1CCCC1=O,-14.1%,1.1%,14.2%
CCc1ccc(NC(=O)CSc2ccc3nc(-c4ccc(OC)cc4)cn3n2)cc1,u,-5.4%,u

# From PubChem
